# DAX1 inh-1 = DAX1 (NR0B1) inhibitors on StAR promoter, primary screen, cell-based, luminescence, SF-1 (NR5A1), full-length DAX-1 | 1.1% of 370,000 active | HEK293T StAR-luciferase reporter, SF-1/DAX-1 repression relief | inhibition, % at 6.8 µM | AID 652010, 2013;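 active = inhibition above the mean over all tested compounds plus 3 SD, cut at about 3.6% in these data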;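 also: 0% = DAX-1 cells with DMSO and 100% = cells lacking DAX-1 with DMSO; higher inhibition means more luminescence from relief of DAX-1 repression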
# hgDAF-12 ag = H. glycines DAF-12 receptor agonists, primary screen, cell-based, luminescence, HEK293, GAL4 fusion, UAS-luciferase; AID 687014, 2013; Nuclear hormone receptor DAF-12 (Heterodera glycines), GAL4 fusion; activation, % at 6.8 µM; HEK293 GAL4-hgDAF12 UAS-luciferase reporter, agonist luminescence; normalized to butyrate control; 1.8% of 370,000 active;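 active = activation above a cutoff set at the mean of all screened compounds plus 3 SD, cut at about 10% in these data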;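 also: 0% = DMSO wells and 100% = sodium butyrate wells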
# hcDAF-12 act = H. contortus DAF-12 nuclear receptor activators, primary screen, cell-based, luminescence, HEK293, lit1-tk-luc reporter. HEK293 hcDAF-12 lit1-tk-luc reporter; 0% DMSO, 100% Δ7-dafachronic acid. activation, % at 6.8 µM. 1.4% of 370,000 active. AID 652067, 2013;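 active = activation above the mean of all tested compounds plus 3 SD, cut at about 5.5% in these data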;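 also: 100% = response to 3 µM Δ7-dafachronic acid high control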
# SMARCA2 activ = SMARCA2 (BRM) function activators, primary screen, cell-based, luminescence, high throughput; 1% of 370,000 active; AID 652017, 2013; MG213 cells, MMTV-luciferase reporter, dexamethasone, overnight; activation, % at 9.1 µM; in the data active = activation above about 7.8%;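 also: 0% = vehicle wells and 100% = reference activator wells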
# PG9 binder = binders of HIV-1 gp120 antibody PG9, primary screen, biochemical, TR-FRET; TR-FRET gp120-PG9 antibody binding; inhibition, % at 6.7 µM; 0.43% of 360,000 active; AID 624416, 2012; in the data active = inhibition above about 8.5%
# ssDAF-12 act = S. stercoralis DAF-12 nuclear receptor activators, primary screen, cell-based, luminescence, HEK293, GRIP1 co-expression, lit1-tk-luc; 1% of 370,000 active; activation, % at 6.8 µM; Nuclear hormone receptor DAF-12 (Strongyloides stercoralis); HEK293 ssDAF-12/GRIP1 lit1-tk-luc reporter; % of 3 µM dafachronic acid response;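 active = activation above the mean over all tested compounds plus 3 SD, cut at about 0.9% in these data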;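 also: 0% = DMSO-only wells and 100% = 3 µM delta7-dafachronic acid wells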
# sPLA2-III inh = human group III sPLA2 inhibitors, primary screen, biochemical, QFRET, BODIPY PC-A2 liposome substrate; Group 3 secretory phospholipase A2 (Homo sapiens), Q9NZ20; QFRET BODIPY PC-A2 liposome hydrolysis, fluorescence; inhibition, % at 12.2 µM; 0.56% of 370,000 active; AID 743126, 2013;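 active = inhibition above mean plus 3 SD of compounds lying within the high and low control bounds, cut at about 19% in these data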;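 also: 0% = median of test compound wells and 100% = no enzyme DMSO wells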
# PLCb3 inh = human PLC-beta3 inhibitors, primary screen, biochemical, fluorescence; 1-phosphatidylinositol 4,5-bisphosphate phosphodiesterase beta-3 (Homo sapiens), Q01970; Purified PLC-beta3, fluorogenic substrate; inhibition, % at 12.2 µM; 0.18% of 370,000 active; in the data active = inhibition above about 11%;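 also: 0% = median of compound wells on plate and 100% = full blocker control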
# Target sequence (Q01970 whole entry, looked up): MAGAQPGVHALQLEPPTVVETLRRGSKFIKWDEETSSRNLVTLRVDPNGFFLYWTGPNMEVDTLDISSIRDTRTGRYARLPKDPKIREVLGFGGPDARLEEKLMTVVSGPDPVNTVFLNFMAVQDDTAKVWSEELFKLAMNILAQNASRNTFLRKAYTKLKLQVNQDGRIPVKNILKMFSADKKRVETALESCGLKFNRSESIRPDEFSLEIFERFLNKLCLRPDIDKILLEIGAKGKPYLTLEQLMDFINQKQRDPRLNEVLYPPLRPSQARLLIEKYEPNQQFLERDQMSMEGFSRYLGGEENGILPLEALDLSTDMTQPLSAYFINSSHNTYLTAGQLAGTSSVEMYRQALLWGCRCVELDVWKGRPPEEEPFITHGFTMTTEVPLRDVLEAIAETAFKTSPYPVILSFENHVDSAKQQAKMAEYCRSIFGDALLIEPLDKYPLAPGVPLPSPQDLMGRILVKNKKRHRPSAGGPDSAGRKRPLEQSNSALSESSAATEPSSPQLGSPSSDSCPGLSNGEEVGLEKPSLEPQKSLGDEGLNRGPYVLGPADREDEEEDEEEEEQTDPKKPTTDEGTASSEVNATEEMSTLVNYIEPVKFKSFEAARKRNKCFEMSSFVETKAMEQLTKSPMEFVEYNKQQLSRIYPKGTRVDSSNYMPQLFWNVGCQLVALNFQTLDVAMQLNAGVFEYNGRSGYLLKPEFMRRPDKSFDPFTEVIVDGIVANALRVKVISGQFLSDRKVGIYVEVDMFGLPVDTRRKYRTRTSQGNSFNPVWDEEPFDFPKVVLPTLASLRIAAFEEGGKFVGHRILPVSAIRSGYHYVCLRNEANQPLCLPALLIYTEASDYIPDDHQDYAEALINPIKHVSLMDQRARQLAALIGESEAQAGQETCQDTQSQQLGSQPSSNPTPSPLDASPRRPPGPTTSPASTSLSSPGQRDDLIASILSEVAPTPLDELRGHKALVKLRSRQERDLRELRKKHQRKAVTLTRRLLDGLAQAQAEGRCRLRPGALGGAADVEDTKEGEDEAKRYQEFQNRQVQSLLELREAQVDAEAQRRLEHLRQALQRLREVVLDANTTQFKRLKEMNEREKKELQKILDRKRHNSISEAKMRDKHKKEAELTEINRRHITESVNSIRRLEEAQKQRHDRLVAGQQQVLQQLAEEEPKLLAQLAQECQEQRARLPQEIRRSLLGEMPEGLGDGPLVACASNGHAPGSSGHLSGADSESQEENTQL
# FXN GAA850 act = FXN promoter activators, primary screen, cell-based, luciferase luminescence, HEK293 lucGAA850. 0.56% of 360,000 active. HEK293 lucGAA850 FXN promoter luciferase reporter, 24 h; percent of 10 µM SAHA response. AID 540364, 2011. activation, % at 6 µM;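 active = activation above the average of all compounds screened plus 3 SD, cutoff fixed separately per campaign, cut at about 7.5% in these data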;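 also: 0% = DMSO wells and 100% = 10 µM SAHA wells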
# NR1D1 modulator = modulators of Rev-erb alpha DNA binding, primary screen, biochemical, FITC-DNA, fluorescence polarization, uHTS | Nuclear receptor subfamily 1 group D member 1 (Homo sapiens), P20393 | Rev-erbα–FITC-DNA binding, 90 min | activity, % at 10 µM | 0.79% of 370,000 active | AID 1259318, 2017;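 active = activity above about 14%, limit read from the data; passing the limit was not always enough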;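 also: 0% = DMSO wells with 35 nM protein and 100% = DMSO wells with 750 nM protein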
# DAX1 inh-2 = DAX1 (NR0B1) inhibitors, primary screen, cell-based, HEK293, Gal4-DAX1, luciferase luminescence. Nuclear receptor subfamily 0 group B member 1 (Homo sapiens), P51843. 0.99% of 340,000 active. inhibition, % at 6.75 µM. HEK293 Gal4-DAX1 luciferase reporter. AID 504766, 2011;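 active = inhibition above the mean over all tested compounds plus 3 SD, cut at about 4.2% in these data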;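 also: 0% = DAX1-transfected cells with DMSO and 100% = empty-vector control cells with DMSO; inhibition shows as a rise in luminescence from relieved DAX1 repression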
# Numbers without * were called inactive; / = not tested or not shown.
compound	DAX1 inh-1	hgDAF-12 ag	hcDAF-12 act	SMARCA2 activ	PG9 binder	ssDAF-12 act	sPLA2-III inh	PLCb3 inh	FXN GAA850 act	NR1D1 modulator	DAX1 inh-2
COCCCC1CCN(Cc2nc(Cc3ccccc3Cl)no2)CC1	0.2	-0.6	0.0	2	-2.2	-1.1	-5	3	1.0	3	-0.4
Cc1ccc2nsnc2c1S(=O)(=O)Nc1ccccc1C(=O)O	0.4	-0.3	-3.3	-3	2.2	-1.2	-6	5	1.8	-1	1.0
COCCN1C(=O)c2ccccc2C(C(=O)NCC2CCCO2)C1c1c[nH]c2ccccc12 (centres undefined)	0.1	0.0	-0.7	-1	0.0	-1.2	3	0	-2.5	1	-0.1
CCOc1cc2[nH]c(=S)n(C(C)C)c(=O)c2cc1OCC	-2.4	-2.5	-1.5	-1	-2.9	-2.1	1	1	-1.6	0	-2.5
COc1cccc(/C=N/NC(=O)C(=O)N2CCCC2)c1OC	0.1	0.1	-1.4	0	0.4	-0.5	-1	2	1.2	-1	0.4
CN1C(=O)C2CC(O)C(SC3CC4C(=O)N(C)C(=O)C4CC3O)CC2C1=O (centres undefined)	0.6	-0.9	0.5	-4	0.5	-1.4	2	5	/	-5	/
O=C(NCC1CCN(Cc2ccccc2F)CC1)Nc1ccccc1F	-0.1	-3.1	1.7	-2	-0.6	-1.2	-3	-4	1.8	4	0.3
Cc1ccc(NC(=O)c2cccc(S(=O)(=O)N3CCCC3)c2)nc1	1.7	6.6	1.6	3	-0.1	0.1	-1	-1	3.0	-8	0.0
CC(C)c1ccc(OCC(=O)NC2CC(C)(C)NC(C)(C)C2)c(Br)c1	-0.9	3.0	-1.2	-2	-0.1	-1.1	1	-6	0.0	-2	0.1
COc1ccc(CC(=O)NCC2CCCN(Cc3ccc(OC(F)(F)F)cc3)C2)cc1 (centres undefined)	-0.8	-6.6	-2.7	-1	0.1	-1.6	6	-4	0.9	1	0.1
O=C(CSc1nnc(C2CC2)n1CC1CCCO1)Nc1cccc(Cl)c1 (centres undefined)	0.1	-0.5	-1.2	-1	-5.8	-0.8	5	-2	0.2	-4	-1.1
Cn1cnnc1SCC(=O)c1ccco1	0.0	2.6	0.1	1	-0.4	-1.7	-2	1	-0.8	1	-1.1
Cc1cc(C(=O)Nc2cc(C)n(Cc3ccc(Cl)cc3)n2)no1	-0.9	-0.7	-0.2	-2	0.6	-1.0	-6	4	-0.1	-1	-1.1
CC1CC(C)CN(CCCNC(=O)COc2cc(=O)n(C)c3ccccc23)C1 (centres undefined)	-0.4	-1.0	-1.6	-2	1.3	-1.5	3	3	-2.3	6	-0.5
COc1ccc(/C=N/N=C2/NC(=O)C(c3ccccc3)S2)c(OC)c1 (centres undefined)	0.0	-0.1	0.1	-2	-0.3	-0.9	-11	-3	1.2	-2	-0.2
COC(=O)c1[nH]nc2c1C(=O)N(C1CCCCC1)C2=O	0.2	0.8	-1.0	2	-0.1	-1.0	2	-8	0.6	0	0.2
COc1cc(C(=O)Oc2cccc(C=O)c2)cc(OC)c1OC	-0.2	-2.2	-0.6	-2	-0.1	-1.3	8	-1	2.4	-5	-0.2
CCCCCC(=O)N1C[C@@H](n2cc(C3CC3)nn2)[C@H](O)C[C@@H]1c1ccccc1	-0.4	-4.1	-0.9	5	-0.4	-1.1	-3	-2	0.6	1	0.2
CCOc1ccccc1CN1CCN(C2CCN(c3ccccc3F)CC2)CC1CCO (centres undefined)	0.7	3.0	0.4	-1	-0.9	-1.2	-8	2	1.2	5	-1.7
CC/C(=N\O)c1ccc(O)c(OC)c1	-0.7	1.0	-1.4	1	-2.7	-0.7	3	2	-0.5	-2	1.7
Cc1oc(-c2cccc(Cl)c2)nc1CS(=O)(=O)CC(=O)NCCN1CCCC1	0.5	-4.2	0.2	-1	-1.7	-0.1	-10	2	1.2	-3	2.1
COc1cc2c(cc1OC)CN(C(=O)c1cccs1)CC2	-0.4	2.4	-3.2	-1	-0.1	-1.5	-4	-3	-0.8	1	-0.5
O=C(NCCCCC(NC(=O)c1ccccc1)C(=O)O)OCc1ccccc1 (centres undefined)	0.0	-2.5	2.2	0	-0.3	-1.6	-5	-10	/	-8	/
Cc1nnc(SCC(=O)NC2CCCC2)n1C(C)C	0.0	1.7	-0.8	-2	-2.2	-0.9	-3	-2	1.9	-5	0.4
C=CCn1c(SCC(=O)NC)nc2sc3c(c2c1=O)CCC3	0.0	-2.4	-0.9	1	0.3	-2.2	-5	3	1.7	0	-0.2
COc1cc(OC)cc(C(=O)N2CCN(Cc3ccccc3[N+](=O)[O-])CC2)c1	1.1	-2.1	-1.2	-3	-3.8	-0.9	-3	4	1.4	-2	-0.4
COc1ccc(NC(=O)CCC(=O)c2ccc(F)cc2)cc1	0.1	0.1	-1.4	0	-1.4	-1.6	6	-5	-0.4	1	2.2
Cc1ccc([N+](=O)[O-])cc1N=C(c1cccc([N+](=O)[O-])c1)N1CCOCC1	-1.0	0.2	-1.6	0	1.6	-1.1	-1	2	-1.0	0	-0.2
c1ccc2cc(OCCOCCOc3ccc4ccccc4c3)ccc2c1	-0.4	4.4	2.7	2	-0.9	-0.4	4	-6	2.5	-1	1.2
COc1ccc(Cl)cc1-c1cc(C(=O)NCC2CCCCC2)[nH]n1	0.1	0.9	-3.0	-1	-1.4	-1.3	-8	-1	0.9	1	/
CC(C)(C)c1ccc(C(=O)Nc2cccc3ncccc23)cc1	-0.1	-3.8	-3.3	-2	-1.5	-1.5	3	-30	1.5	-3	-1.1
CC(=O)Nc1ccc(S(=O)(=O)N2CCN(CCCOc3cc(C)ccc3C)CC2)cc1	-1.8	-2.8	-1.9	-3	-4.9	-1.7	-47	-2	-1.6	2	-1.2
COc1ccc(-c2nc(N)n(C(=O)c3ccco3)n2)cc1	0.5	0.7	1.4	1	0.6	-1.5	0	-3	1.5	-6	-0.3
CSCc1ccc(C(=O)N2CCC(N3CCC(C(=O)NC(C)C)CC3)CC2)o1	1.1	-0.5	-1.1	-1	-0.6	-1.1	3	-24	0.3	-6	0.0
CN1CCN(NC(=O)/C=C/c2ccc(Br)cc2)CC1	1.0	3.2	3.9	0	-0.1	-0.6	3	-1	5.2	-3	0.2
COc1ccc(-c2cc(-c3ccc(C)cc3)n[nH]2)c(O)c1	3.6	13*	6.9*	0	-0.2	0.4	-56	-5	6.8	-4	5.8*
Cc1cc(C)c(S(=O)(=O)N2CCCOC2CNC(=O)C(=O)NCCc2c[nH]c3ccccc23)c(C)c1 (centres undefined)	-2.4	-4.3	-4.5	-3	-1.7	-2.2	-112	3	-2.5	6	-2.4
CC1CCCC(NC(=O)Cn2cc3c(n2)CCCCC3)C1C (centres undefined)	-0.2	-0.2	1.2	-2	-1.1	-1.0	-4	7	-1.6	-6	3.6
O=C(CCS(=O)(=O)c1ccc(Cl)cc1)NC1CCCC1	-1.3	1.4	-0.2	0	-0.4	-0.9	1	1	1.4	4	-0.5
CN(C)C(=O)C1C2NC(=S)N(c3cccc(Cl)c3)C1(C)Oc1ccc(Cl)cc12 (centres undefined)	0.5	1.8	-0.8	-2	0.1	-1.9	-1	-4	0.0	-3	-0.2
COC(=O)c1ccc(Nc2c([N+](=O)[O-])ccc3nonc23)cc1	-0.7	-7.6	1.1	-2	-3.5	-2.9	2	-1	2.0	-1	1.3
c1ccc(CNCc2ccco2)cc1	-0.4	-1.0	-2.6	-2	-2.0	-1.5	3	-7	0.1	-4	0.1
Cc1nc(NC(=O)c2ccccc2)sc1-c1cc(C(=O)N2CCOCC2)nn1Cc1ccccc1	-0.9	-1.4	0.6	-1	0.9	0.0	6	-4	0.4	4	-0.7
O=C1CCC(=O)N1Cc1c(Cl)cccc1Cl	-0.2	1.5	-1.5	-3	-1.6	-0.9	1	-3	0.9	1	0.7
COc1ccccc1CNC(=O)C1CCN(S(=O)(=O)c2cccc3cccnc23)CC1	-0.2	-1.9	-1.6	-1	-2.9	-0.7	6	0	0.3	-2	-0.9
CS(=O)(=O)N(CC(=O)NCc1ccccc1)C1CCCCC1	-0.6	-1.3	0.9	-1	0.9	-0.6	-1	4	-0.1	-2	0.0
Cc1ccc(CN2C(=O)c3ccccc3NC2c2ccccn2)cc1 (centres undefined)	0.5	-1.7	-0.7	1	2.7	-0.6	5	-209	0.4	1	0.4
COc1cc(/C=C/C(=O)O)ccc1OCc1ccccc1C#N	0.5	0.6	-1.0	1	-1.1	-1.9	5	2	2.2	0	1.1
Cc1ccc2nc(-c3ccccc3)cc(C(=O)N3CCN(c4ccccc4O)CC3)c2c1	-2.5	-3.0	-1.6	2	0.2	-1.4	-9	0	1.1	0	-0.1
O=C(CS(=O)c1ccc(C(F)(F)F)cc1[N+](=O)[O-])Oc1ccc(Cl)cc1 (centres undefined)	-0.5	0.8	0.4	11*	0.9	-0.8	-7	1	1.2	-1	-1.0
Cc1cccc(NC(=O)c2ccc3c(c2)CCN3S(C)(=O)=O)c1	0.9	3.5	-0.3	3	-0.2	-1.4	11	-1	5.3	-11	-0.1
CCNC(=O)/C(C#N)=C/c1c(N2CCN(c3ccccc3)CC2)nc2c(C)cccn2c1=O	-0.1	0.6	0.8	1	-2.8	-0.7	0	-25	1.4	0	-0.2
C/C=C/c1ccc(OCC(=O)N(CCOC)c2c(N)n(CCCC)c(=O)[nH]c2=O)c(OC)c1	3.6	0.5	-0.2	0	1.1	-1.2	-2	-2	-0.9	3	0.6
COc1ccc(C(=O)N2CCN(c3cnn(-c4ccccc4)c(=O)c3Cl)CC2)cc1	-0.7	0.5	-0.8	-2	-1.0	-2.1	0	-6	0.5	-1	-1.2
CCOC(=O)C1CCCN(C(=O)COc2ccc(S(=O)(=O)N(CC)c3ccccc3)cc2)C1 (centres undefined)	0.0	-1.0	-1.1	-4	0.9	-0.8	0	0	1.2	-5	-0.6
